Giardia FBPA inh – qHTS Assay for Inhibitors of Fructose-1,6-bisphosphate Aldolase from Giardia Lamblia. A8B2U2. purified Giardia FBPA. Potency, µM (doses to about 59.6 µM), inactives show at the highest dose activity, negative = inhibition, usual class: inhibitors. 290,000 tested, 0.71% active. AID 2451, 2010; active = well fitted inhibition curve with a large enough effect; inconclusive = small, poorly fitted or top-dose-only effect, or effect the other way; note: nearly all actives have a fitted effect of over 55% in size
Target sequence (A8B2U2 whole entry, looked up): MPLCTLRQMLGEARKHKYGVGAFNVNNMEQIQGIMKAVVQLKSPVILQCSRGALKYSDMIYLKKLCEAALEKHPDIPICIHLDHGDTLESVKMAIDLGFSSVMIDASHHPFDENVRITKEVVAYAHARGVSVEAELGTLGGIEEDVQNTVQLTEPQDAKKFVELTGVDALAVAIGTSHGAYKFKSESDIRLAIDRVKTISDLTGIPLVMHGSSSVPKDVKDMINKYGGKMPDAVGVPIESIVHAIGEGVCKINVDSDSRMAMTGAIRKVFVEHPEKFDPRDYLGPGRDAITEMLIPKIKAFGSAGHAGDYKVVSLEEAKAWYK
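40 nM FBPA preincubated 10 min at RT with compound (up to 57.5 uM final), then substrate plus GAPDH/TPI/NAD/arsenate coupling and diaphorase/resazurin added. Fluorescence read after 20 min at RT, 525/598 nm.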
Active calls of the source: *; & = joins results of further samples; [ ] = another dose, or the depositor's remark. % is set by controls: 0 for no effect and ±100 for the full control effect; potency is the fitted concentration of half-maximal effect. The list is partial; count on the stated rates, not on these rows.

For COC(=O)C/C=C\[C@@H](C)[C@@H](/C=N\OC[C@@H](O)[C@H]1O[C@H]2OC(C)(C)O[C@H]2[C@@H]1O)NS(=O)(=O)c1ccc(C)cc1 the results were Giardia FBPA inh 1%[12.9 µM].
For COc1ccc(C(=O)N2CCC3(CC2)CN(C(=O)Nc2cccc(C#N)c2)C3)cc1 the results were Giardia FBPA inh 4%.
NCCn1c(=O)c(CCc2ccccc2)nc2cncnc21 was read as Giardia FBPA inh -20%.
`COc1ccc(-c2ccc(OC)c(C3C4C=CCCC4(C)C(=O)N3Cc3ccccc3)c2)cc1` (centres undefined) gave Giardia FBPA inh 2%.
For COc1ccc(C2CC(c3ccccc3)Oc3ccc(OC)cc32)cc1 (centres undefined) the results were Giardia FBPA inh 4%&1%.
For O=C1C2C(c3ccccc3)CC=CC2C(c2ccc3ccccc3c2)N1Cc1ccccc1 (centres undefined) the results were Giardia FBPA inh 0%.
For CCCCC/C=C\C/C=C\C/C=C\C/C=C\CCCC(=O)N(Cc1ccc(O)c(Cl)c1)Cc1ccc(O)c(Cl)c1 the results were Giardia FBPA inh 12%.
For C[C@@H]1CCC2[C@@H](C)[C@@H](O)O[C@@H]3O[C@@]4(C)CC[C@@H]1[C@@]23OO4 (some centres undefined) the results were Giardia FBPA inh -5%.
`O=S1(=O)C2CC3C=CC2(CN1Cc1cccc(F)c1)O3` (centres undefined) gave Giardia FBPA inh 8%.
For O=C(/C=C\c1ccc(O)c(O)c1)O[C@@H](Cc1ccc(O)c(O)c1)C(=O)O the results were Giardia FBPA inh -29%.
`COC(=O)[C@@H]1C[C@@]1(C)[C@@H](NC(=O)OCc1ccccc1)c1ccccc1` gave Giardia FBPA inh 0%.
COc1ccccc1CNc1ncncc1-c1ccc2c(c1)OCO2 was read as Giardia FBPA inh 1%.
Screening COC(C1CCCCC1)C(C)C(OCc1cccc(Br)c1)C(C)CO (centres undefined) returned Giardia FBPA inh -1%[12.9 µM].
Screening Cc1cnc(CNc2ccnc(-c3cccc(C#N)c3)n2)cn1 returned Giardia FBPA inh -10%.
Screening COc1ccc(COC(=O)N/N=C2/C[C@@H](O)[C@@H](O)[C@@H]3[C@@H]4C(=O)N([C@@H](C)c5ccccc5)C(=O)[C@H]4CC[C@H]23)cc1 returned Giardia FBPA inh -5%[12.9 µM].
For Cn1cc(-c2nc3cnc(Oc4ccccc4)nc3n(Cc3cccs3)c2=O)c2ccccc21 the results were Giardia FBPA inh 6%.
CC(=O)Oc1ccc(Cl)c2cccnc12 was read as Giardia FBPA inh -4%.
`NCCC[C@@H](CC(=O)N[C@@H]1CCNC[C@H]1C(=O)N[C@H](CC(=O)N[C@@H](CCC(=O)O)CC(=O)O)Cc1c[nH]c2ccccc12)NC(=O)C[C@H](Cc1ccccc1)NC(=O)[C@@H]1CCCC[C@H]1N` gave Giardia FBPA inh -17%.
`Cc1o[nH]c(=O)c1CC[C@H](N)C(=O)O` gave Giardia FBPA inh -21%.
CCC1=C2CC[C@H]3C(=O)N(c4ccccc4)C(=O)[C@H]3[C@H]2[C@@]2(Cc3ccccc3)C(=O)N(CC(=O)OC)C(=O)N2C1=O was read as Giardia FBPA inh 5%.
`COC1(C)CC(c2ccccc2)c2c(c3ccccc3oc2=O)O1` (centres undefined) gave Giardia FBPA inh 5%.
`C=C1[C@@H](O)C2C=CC[C@H](C)C(=O)[C@@](C)(O)C=C[C@@H](OC(C)=O)[C@@]23C(=O)N[C@H](Cc2ccccc2)[C@@H]3[C@@H]1C` (some centres undefined) gave Giardia FBPA inh 0%.
For COc1ccccc1N1CCN(CCCCN2C(=O)CCC2=O)CC1 the results were Giardia FBPA inh -4%.
For COC(=O)[C@@]1(Cc2ccccc2)[C@H]2c3cc(C(=O)N4CCCC4)n(Cc4ccc(OC)c(OC)c4)c3C[C@H]2CN1C(=O)c1ccccc1 the results were Giardia FBPA inh -10%.
Screening NCC[C@H](O)C(=O)N[C@H]1C[C@@H](N)[C@@H](O[C@H]2O[C@@H](CN)[C@@H](O)[C@@H](O)[C@@H]2O)[C@@H](O)[C@@H]1O[C@H]1O[C@@H](CO)[C@@H](O)[C@@H](N)[C@@H]1O returned Giardia FBPA inh 1%[21.7 µM].
Screening COc1ncc2nc(C)c(=O)n(C)c2n1 returned Giardia FBPA inh -4%.
Screening CCCn1c(-c2ccc(F)cc2)nc2c(N3CCN(C)CC3)nc(C)nc21 returned Giardia FBPA inh 2%.
For O=C(O)CCCC[C@H]1SC[C@H]2NC(=O)N[C@@H]21 the results were Giardia FBPA inh 0%[21.7 µM].
Screening COc1cccc2oc(SC)cc(=O)c12 returned Giardia FBPA inh -10%[136 µM].
Screening COc1ccc(-c2coc3cc(OC(C)=O)cc(OC(C)=O)c3c2=O)cc1 returned Giardia FBPA inh 0%.
COCCNc1nc(-c2ccccc2C(F)(F)F)nc2ccccc12 was read as Giardia FBPA inh 8%.
CCCCC/C=C\C[C@@H](O)/C=C/C=C/C=C/[C@@H](O)CCCC(=O)O was read as Giardia FBPA inh 6%.
O=C1[C@H]2[C@H]3[C@H](O)[C@H](O)C/C(=N/OC[C@@H](O)COCc4ccco4)[C@@H]3CC[C@@H]2C(=O)N1c1cccc(Oc2ccccc2)c1 was read as Giardia FBPA inh 0%[12.9 µM].
For CSCC[C@H](N)C(=O)N[C@@H](C)C(=O)NCC(=O)N[C@@H](CCCN=C(N)N)C(=O)N[C@@H](CO)C(=O)NCC(=O)N[C@@H](CC(=O)O)C(=O)N[C@@H](CO)C(=O)N[C@@H](CC(=O)O)C(=O)N[C@@H](CCC(=O)O)C(=O)N[C@@H](CC(=O)O)C(=O)N[C@@H](CC(C)C)C(=O)N[C@@H](CC(C)C)C(=O)N[C@@H](CCCCN)C(=O)N[C@@H](C)C(=O)N[C@H](C(=O)O)C(C)C the results were Giardia FBPA inh 0%.
`CC[C@@]1([C@@H]2O[C@@H]([C@H]3O[C@@](O)(CO)[C@H](C)C[C@@H]3C)C[C@@H]2C)CC[C@@H]([C@]2(C)CCC3(C[C@H](O)[C@@H](C)[C@@H]([C@@H](C)[C@@H](OC)[C@H](C)C(=O)O)O3)O2)O1` (some centres undefined) gave Giardia FBPA inh 6%.
`COCCn1c(=O)c(CCc2ccccc2)nc2cnc(Oc3cccc(Cl)c3)nc21` gave Giardia FBPA inh 7%.
Screening c1ccc(Nc2ncnc3ccc(-c4cccnc4)cc23)cc1 returned Giardia FBPA inh -7%.
For COc1ncc2nc(-c3cccs3)c(=O)n(Cc3cccs3)c2n1 the results were Giardia FBPA inh 4%.
O=c1c2ccccc2oc2ccccc12 was read as Giardia FBPA inh -2%.
For Cc1noc(C)c1S(=O)(=O)N1CCc2nc(-c3ccccc3)c3c(c2C1)CO[C@@H](C)C3 the results were Giardia FBPA inh 5%[12.9 µM].

Sorted by heavy-atom count (high to low): part of the list above.
For COC(=O)[C@@]1(Cc2ccccc2)[C@H]2c3cc(C(=O)N4CCCC4)n(Cc4ccc(OC)c(OC)c4)c3C[C@H]2CN1C(=O)c1ccccc1 the results were Giardia FBPA inh -10%.
`CC[C@@]1([C@@H]2O[C@@H]([C@H]3O[C@@](O)(CO)[C@H](C)C[C@@H]3C)C[C@@H]2C)CC[C@@H]([C@]2(C)CCC3(C[C@H](O)[C@@H](C)[C@@H]([C@@H](C)[C@@H](OC)[C@H](C)C(=O)O)O3)O2)O1` (some centres undefined) gave Giardia FBPA inh 6%.
O=C1[C@H]2[C@H]3[C@H](O)[C@H](O)C/C(=N/OC[C@@H](O)COCc4ccco4)[C@@H]3CC[C@@H]2C(=O)N1c1cccc(Oc2ccccc2)c1 was read as Giardia FBPA inh 0%[12.9 µM].
Screening NCC[C@H](O)C(=O)N[C@H]1C[C@@H](N)[C@@H](O[C@H]2O[C@@H](CN)[C@@H](O)[C@@H](O)[C@@H]2O)[C@@H](O)[C@@H]1O[C@H]1O[C@@H](CO)[C@@H](O)[C@@H](N)[C@@H]1O returned Giardia FBPA inh 1%[21.7 µM].
`C=C1[C@@H](O)C2C=CC[C@H](C)C(=O)[C@@](C)(O)C=C[C@@H](OC(C)=O)[C@@]23C(=O)N[C@H](Cc2ccccc2)[C@@H]3[C@@H]1C` (some centres undefined) gave Giardia FBPA inh 0%.
`COCCn1c(=O)c(CCc2ccccc2)nc2cnc(Oc3cccc(Cl)c3)nc21` gave Giardia FBPA inh 7%.
Screening CCCn1c(-c2ccc(F)cc2)nc2c(N3CCN(C)CC3)nc(C)nc21 returned Giardia FBPA inh 2%.
For COc1ccccc1N1CCN(CCCCN2C(=O)CCC2=O)CC1 the results were Giardia FBPA inh -4%.
`COC1(C)CC(c2ccccc2)c2c(c3ccccc3oc2=O)O1` (centres undefined) gave Giardia FBPA inh 5%.
Screening c1ccc(Nc2ncnc3ccc(-c4cccnc4)cc23)cc1 returned Giardia FBPA inh -7%.
For O=C(O)CCCC[C@H]1SC[C@H]2NC(=O)N[C@@H]21 the results were Giardia FBPA inh 0%[21.7 µM].
O=c1c2ccccc2oc2ccccc12 was read as Giardia FBPA inh -2%.

(next part)
Screening COc1cc(C2c3[nH]c4ccccc4c3CC3C(=O)N4C(Cc5c([nH]c6ccccc56)C4c4cc(OC)c(OC)c(OC)c4)C(=O)N32)cc(OC)c1OC (centres undefined) returned Giardia FBPA inh -2%[12.9 µM].
COC(=O)[C@@]1(Cc2ccc(F)cc2)[C@@H]2[C@@H](CC(=O)[C@H]2CC(=O)C(=O)N2CCCC2)CN1C(=O)c1ccccc1 was read as Giardia FBPA inh -19%.
Screening CCCNC(=O)OC[C@@H]1O[C@H](CCO/N=C(\C)CCC(=O)OC[C@@H]2O[C@H](c3ccccc3)C=C[C@@H]2Oc2ccc(OC)cc2)C=C[C@@H]1Oc1ccc(OC)cc1 returned Giardia FBPA inh -1%[12.9 µM].
For O=C(c1ccncc1)N1CCC2(CCN(Cc3nccs3)CC2)CC1 the results were Giardia FBPA inh -5%.
CCCn1c(-c2ccc(F)cc2)nc2c(NCCN3CCCC3)nc(C)nc21 was read as Giardia FBPA inh 3%.
Screening COC(=O)c1ccc(C(NC(=O)OCc2ccccc2)/C(=C/[C@@H](C)C(=O)NCc2cc(F)cc(F)c2)c2cccnc2)cc1 (some centres undefined) returned Giardia FBPA inh 2%.
For COCCN(CCOC)c1nc(C)nc2c1nc(-c1ccccc1)n2CCCN(C)C the results were Giardia FBPA inh 0%.
`O=c1cc(-c2ccccc2O)oc2cc(O)cc(O)c12` gave Giardia FBPA inh -1%.
Screening CS/C(N)=C(C#N)/C(C#N)=C(\N)SC returned Giardia FBPA inh -17%.
Screening COC(=O)[C@@H]1C[C@H]1[C@@H](NC(C)=O)c1ccccc1 returned Giardia FBPA inh -1%.
For CC/C=C\C/C=C\C/C=C\C/C=C\C=C\C(O)CCCC(=O)O (centres undefined) the results were Giardia FBPA inh 2%.
Screening O=C(c1cc(C(F)(F)F)cc(C(F)(F)F)c1)N1CCC2(CCN(Cc3ccccc3)CC2)CC1 returned Giardia FBPA inh 3%.
For O=c1c(-c2cc(F)cc(F)c2)nc2cnc(N3CCOCC3)nc2n1-c1ccccc1 the results were Giardia FBPA inh 0%.
O[N+]1=CC=CCC1=S.On1ccccc1=S.[Zn] was read as Giardia FBPA inh 0.5µM*.
COC(=O)N1CCC2(CCN(CC(C)C)CC2)CC1 was read as Giardia FBPA inh -7%.
O=C(O)[C@H]1CCCNC1 was read as Giardia FBPA inh 7%.
Screening CC(C)=CCC/C(C)=C/CO/N=C1/C[C@@H](O)[C@@H](O)[C@@H]2[C@H]3C(=O)N(c4ccc(F)cc4F)C(=O)[C@@H]3CC[C@H]12 returned Giardia FBPA inh -3%[12.9 µM].
`COc1cccc(Nc2ncc3nc(-c4cccs4)c(=O)n(Cc4cccs4)c3n2)c1` gave Giardia FBPA inh -7%.
For CO[C@@H]1CC[C@@]2(C)[C@@H](CC[C@@]3(C)[C@H]2CC=C2[C@H]4CC(C)(C)[C@H](O)[C@@H](OC(C)=O)[C@]4(CO)[C@H](O)C[C@]23C)[C@@]1(C)CO (tested in a mixture with another compound) the results were Giardia FBPA inh 5%[21.7 µM].
For COC(=O)C1=C[C@@H](C(=O)OC)[C@@H]2C3=C(C(=O)[C@@]2(C)NC(=O)c2ccccc2)[C@H](C)[C@@H]2C(=O)N(c4ccccc4)C(=O)[C@@H]2[C@@H]3C1 the results were Giardia FBPA inh -1%.
Screening Cc1noc(C)c1-c1nc(Nc2ccncc2)c2ccccc2n1 returned Giardia FBPA inh -4%.
For Cc1cnc(CNc2ncnc3ccc(-c4ccoc4)cc23)cn1 the results were Giardia FBPA inh -11%.
For COc1ccc(C(=O)N2CCC3(CCCN(Cc4nccs4)C3)CC2)cc1 the results were Giardia FBPA inh -1%.
COC1=CC23CCCN2CCc2cc4c(cc2C3C1O)OCO4 (centres undefined) was read as Giardia FBPA inh -11%.
Screening COc1ccc2c(c1)O[C@@H](c1ccc3c(c1)OCO3)[C@H](OC(=O)N[C@H]1CCCc3ccccc31)C2=O returned Giardia FBPA inh 1%.
`Oc1ccc2c3c1O[C@H]1[C@H](O)CC[C@@]4(O)[C@@H](C2)N(CC2CC2)CC[C@]314` gave Giardia FBPA inh 2%.
`Cc1cccc(-c2ccc(-c3cc(=O)oc4cc(C)cc(C)c34)cc2)c1` gave Giardia FBPA inh 3%[89.2 µM].
Screening COCC(=O)N1CCC2(CC1)CCN(c1ccccc1)CC2 returned Giardia FBPA inh 1%.
CN(C)/[N+]([O-])=N/Oc1cc(ON=[N+]([O-])N2CCN(c3ncccn3)CC2)c([N+](=O)[O-])cc1[N+](=O)[O-] was read as Giardia FBPA inh -16%.
`CC1(C)OC(=O)C=C[C@@]2(C)C1C[C@@H](O)[C@]1(C)C2CC[C@@]2(C)C(c3ccoc3)OC(=O)[C@H]3O[C@]321` (some centres undefined) gave Giardia FBPA inh 0%.
CO[C@@]1(NC(=O)Cc2cccs2)C(=O)N2C(C(=O)O)=C(COC(N)=O)CSC21 (some centres undefined) was read as Giardia FBPA inh inconclusive.
Screening CC(C)(C)Cn1nc(-c2ccc(Cl)cc2)c2c(N)ncnc21 returned Giardia FBPA inh 5%.
COc1ccc2c(c1)C(=O)[C@H](OC(=O)N[C@H](C)C1CCCCC1)[C@@H](c1ccc(OC)c(Br)c1)O2 was read as Giardia FBPA inh 0%.

Screening data as filed in PubChem.
